# Yp Topo-I inh = Y. pestis Topo-I inhibition via cleavage products. Y. pestis Topo-I cleavage product accumulation, plate reader. activity, % at 10 µM. 360,000 tested, 0.064% active; in the data active = activity above about 50%, passing the limit was not always enough; inconclusive = no clear call, values can overlap the other calls; also: inactives centre near 2
# TcdB inh = blocks C. difficile toxin B glycohydrolase activity. inhibition, % at 9.99 µM. P18177. TcdB glycohydrolase enzymatic assay, plate reader. 350,000 tested, 0.24% active. AID 652162; in the data active = inhibition above about 10%
# SSB-PriA inh = blocks PriA binding to SSB C-terminal tail; AlphaScreen SSBct-PriA binding, biotinylated peptide; inhibition, % at 33 µM; 430,000 tested, 0.6% active; AID 1272365; in the data active = inhibition mostly above about 37%, no sharp cut-off; inactive = mostly below about 20%;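 also: plate controls were negative control peptide for no effect and reference peptide for full effect; strong numbers were not always called active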
# BoNT-A LC inh2 = BoNT A light chain protease inhibition. multiplex microsphere protease substrate cleavage, flow cytometry. inhibition, % at 10 µM. 360,000 tested, 0.17% active; also: plate controls were buffer without enzyme for full effect and enzyme alone for no effect
# PfHsp40 yeast = restores yeast growth despite PfHsp40 toxicity. growth rescue, % at 12.5 µM. AID 504582. 340,000 tested, 0.68% active. S. cerevisiae expressing PfHsp40, growth rescue, ATP luminescence; in the data active = growth rescue above about 28%, passing the limit was not always enough; inconclusive = no clear call, values can overlap the other calls;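 also: yeast W303a lacking pdr1 and pdr3 grown in galactose medium; growth measured after three days at 30 °C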
# Anthrax LF inh2 = anthrax lethal factor protease inhibition; inhibition, % at 10 µM; 360,000 tested, 0.12% active; multiplex microsphere protease cleavage assay, LF; also: plate controls were buffer without enzyme for full effect and enzyme alone for no effect
# Target sequence (P15917 whole entry, looked up): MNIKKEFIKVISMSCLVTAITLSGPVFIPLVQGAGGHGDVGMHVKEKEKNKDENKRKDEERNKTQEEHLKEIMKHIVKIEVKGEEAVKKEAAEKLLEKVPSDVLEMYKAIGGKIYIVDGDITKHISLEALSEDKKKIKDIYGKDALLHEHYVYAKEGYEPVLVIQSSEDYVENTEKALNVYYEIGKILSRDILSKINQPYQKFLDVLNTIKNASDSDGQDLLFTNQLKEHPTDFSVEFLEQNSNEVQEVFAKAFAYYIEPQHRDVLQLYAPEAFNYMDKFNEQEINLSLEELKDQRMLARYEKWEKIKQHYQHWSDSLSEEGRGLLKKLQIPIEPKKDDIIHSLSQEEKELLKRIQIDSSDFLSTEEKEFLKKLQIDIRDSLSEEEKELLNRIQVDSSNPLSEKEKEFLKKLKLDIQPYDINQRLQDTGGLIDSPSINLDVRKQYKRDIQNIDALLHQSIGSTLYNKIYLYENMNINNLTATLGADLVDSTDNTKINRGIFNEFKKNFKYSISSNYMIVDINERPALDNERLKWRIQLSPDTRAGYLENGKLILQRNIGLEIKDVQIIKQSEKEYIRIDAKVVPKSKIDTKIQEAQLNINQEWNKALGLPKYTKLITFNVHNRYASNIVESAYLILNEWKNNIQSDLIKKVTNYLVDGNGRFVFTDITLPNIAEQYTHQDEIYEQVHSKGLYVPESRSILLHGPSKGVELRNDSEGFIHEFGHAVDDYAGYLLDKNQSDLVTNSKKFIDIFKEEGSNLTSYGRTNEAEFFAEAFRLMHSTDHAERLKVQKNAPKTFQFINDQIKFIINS
# PrPC TRFRET = cell surface PrPC inhibition, primary TR-FRET screen; TR-FRET read-out; inhibition, % at 13.8 µM; 370,000 tested, 0.43% active; in the data active = inhibition above about 24%; also: 0% = median of the test wells and 100% = reference compound wells
# BH1578 lux ind = inducers of Vibrio cholerae quorum light production without autoinducers | activation, % at 18.7 µM | V. cholerae BH1578 lux reporter, luminescence, 6 h | 350,000 tested, 0.16% active | AID 588436; in the data active = activation mostly above about 9.7%, no sharp cut-off; inconclusive = no clear call, values can overlap the other calls; inactive = mostly below about 3.7%; also: not every result past the cut was called active; inactives centre near 0; reference of the scale not given here
# SARS 3CLpro inh = SARS-CoV 3CLpro protease inhibition. recombinant SARS-CoV 3CLpro, quenched FRET peptide cleavage. inhibition, % at 6 µM. 290,000 tested, 0.14% active. AID 1706; in the data active = inhibition above about 12%
# An asterisk follows results filed as active; i = inactive; ? = inconclusive; nt = no result given; & = joins results of further samples. Rule as the data show it, unless noted: active = inhibition above about 30%; inconclusive = no clear call, values can overlap the other calls; inactive = below that. This is a subset (hit frequency here may not be typical).
SMILES,Yp Topo-I inh,TcdB inh,SSB-PriA inh,BoNT-A LC inh2,PfHsp40 yeast,Anthrax LF inh2,PrPC TRFRET,BH1578 lux ind,SARS 3CLpro inh
CCOc1ccc(NC(=O)NNC(=O)c2ccc(CC)s2)cc1,4,-0.2,-10,-0.4,-0.7,-2,-3,-0.3,-2
CCN(CC(=O)NCc1ccccn1)S(=O)(=O)c1ccc(Cl)cc1,-2,nt,-8,0.2,-0.8,-4,-2,0.5,4
CCOC(=O)C1=C(C)N(C[C@@H]2CC[C@@H](Cc3ccc(-c4ccccc4)cc3)O2)C(=O)NC1c1ccc(-c2ccccc2)cc1 (stereo partly specified),-2,2.3,-7,0.0,-1.2,4,7,i,nt
CC(/C=N/n1cnnc1)=C\c1ccco1,2,nt,nt,?,-0.7,?,6,-0.4,-3
O=CN/C=C/c1cc(O)ccc1O,-5,-15,-1,-0.4,0.0,-13,-12,-0.4,-4
Cc1ccc(S(=O)(=O)CCC(=O)OCC(=O)N2CCN(S(=O)(=O)c3ccccc3)CC2)cc1,22,2.4,-2,5.4,1.2,-2,1,i,nt
Clc1ccc(-n2nnnc2SCc2cn3ccccc3n2)cc1,10,nt,1,0.3,0.8,-4,7,-2.2,-8
CCCN(Cc1nnc(-c2ccccc2Cl)o1)C(=O)c1cc2ccccc2o1,-4,1.5,-23,3.0,-0.7,1,-4,i,nt
COc1ccc(CNC(=O)C2CCN(S(=O)(=O)N3CCCCC3)CC2)c(OC)c1,0,0.6,-1,-1.9,-1.4,-3,6,1.7,-2
O=C(c1cccc2ccccc12)C1CCCN(Cc2ccon2)C1 (stereo unspecified),9,0.1,4,0.2,-0.9,0,5,i,0
CC1CN(C(=O)COC(=O)c2ccc(S(=O)(=O)N(C)C)cc2)CC(C)O1 (stereo unspecified),-1,0.3,-1,-3.4,-0.8,0,2,i,2
O=C(c1cc2ccccc2oc1=O)N(Cc1cccs1)Cc1ccccc1Cl,8,nt,-2,-1.2,-1.1,-1,-7,-0.3,-4
O=C(Cn1ncc2c1-c1ccccc1OC2)N1CCN(c2ccccn2)CC1,3,0.7,-4,0.5,-0.4,-2,2,-0.1,3
CCOc1ccc(S(=O)(=O)NN=C2CCN(C(C)=O)CC2)cc1,-5,0.6,4,1.4,-0.8,5,0,i,1
CCc1noc(C)c1C(=O)Nc1nc2c(F)cc(F)cc2s1,0,0.6,-6,-0.8,1.8,-1,-3,i,nt

# Laid out differently: entries from further up.
# Values in the order – Yp Topo-I inh, TcdB inh, SSB-PriA inh, BoNT-A LC inh2, PfHsp40 yeast, Anthrax LF inh2, PrPC TRFRET, BH1578 lux ind, SARS 3CLpro inh
CCOc1ccc(NC(=O)NNC(=O)c2ccc(CC)s2)cc1
→ 4, -0.2, -10, -0.4, -0.7, -2, -3, -0.3, -2
CCN(CC(=O)NCc1ccccn1)S(=O)(=O)c1ccc(Cl)cc1
→ -2, nt, -8, 0.2, -0.8, -4, -2, 0.5, 4
CCOC(=O)C1=C(C)N(C[C@@H]2CC[C@@H](Cc3ccc(-c4ccccc4)cc3)O2)C(=O)NC1c1ccc(-c2ccccc2)cc1 (stereo partly specified)
→ -2, 2.3, -7, 0.0, -1.2, 4, 7, i, nt
CC(/C=N/n1cnnc1)=C\c1ccco1
→ 2, nt, nt, ?, -0.7, ?, 6, -0.4, -3
O=CN/C=C/c1cc(O)ccc1O
→ -5, -15, -1, -0.4, 0.0, -13, -12, -0.4, -4
Cc1ccc(S(=O)(=O)CCC(=O)OCC(=O)N2CCN(S(=O)(=O)c3ccccc3)CC2)cc1
→ 22, 2.4, -2, 5.4, 1.2, -2, 1, i, nt
Clc1ccc(-n2nnnc2SCc2cn3ccccc3n2)cc1
→ 10, nt, 1, 0.3, 0.8, -4, 7, -2.2, -8
CCCN(Cc1nnc(-c2ccccc2Cl)o1)C(=O)c1cc2ccccc2o1
→ -4, 1.5, -23, 3.0, -0.7, 1, -4, i, nt
COc1ccc(CNC(=O)C2CCN(S(=O)(=O)N3CCCCC3)CC2)c(OC)c1
→ 0, 0.6, -1, -1.9, -1.4, -3, 6, 1.7, -2
O=C(c1cccc2ccccc12)C1CCCN(Cc2ccon2)C1 (stereo unspecified)
→ 9, 0.1, 4, 0.2, -0.9, 0, 5, i, 0
CC1CN(C(=O)COC(=O)c2ccc(S(=O)(=O)N(C)C)cc2)CC(C)O1 (stereo unspecified)
→ -1, 0.3, -1, -3.4, -0.8, 0, 2, i, 2
O=C(c1cc2ccccc2oc1=O)N(Cc1cccs1)Cc1ccccc1Cl
→ 8, nt, -2, -1.2, -1.1, -1, -7, -0.3, -4

# Following part.
SMILES,Yp Topo-I inh,TcdB inh,SSB-PriA inh,BoNT-A LC inh2,PfHsp40 yeast,Anthrax LF inh2,PrPC TRFRET,BH1578 lux ind,SARS 3CLpro inh
O=C(NC(Cc1ccccc1)C(=O)O)/C(=C/c1ccccc1)NC(=O)c1ccc(Br)o1 (stereo unspecified),1,-0.3,-7,-7.4,-0.9,-5,4,-0.4,-4
CN(C)c1cccc(C(=O)n2cc(C(=O)c3cc(F)ccc3O)cn2)c1,0,nt,6,-0.3,-0.7,-3,-2,-2.2,-5
CCc1nnc(NC(=O)CCC(=O)NCC2CCCO2)s1 (stereo unspecified),1,nt,-12,0.0,0.5,-5,5,-0.5,-1
CCN(CC)c1ccc(/C=N\NC(N)=O)cc1,-8,nt,nt,-0.2,-0.2,-2,1,-0.6,-6
Cc1cc(Cl)c(S(=O)(=O)Nc2ccon2)cc1OCC(=O)NC1CCCCC1,0,nt,-11,-0.8,0.7,-15,4,-0.6,2
Cc1ccc(-c2nc3ccccc3c(=O)n2-c2c(C)n(C)n(-c3ccccc3)c2=O)cc1,-1,6.2,-6,?,-1.0,8,-8,-0.6,7
CC(C)CC(=O)Nc1cccc(NC(=O)c2ccccc2Cl)c1,-2,nt,0,0.5,0.5,0,3,-0.3,-1
CSc1ccc(CN2CCCN(C)CC2)cc1,1,-0.1,-21,-3.3,-0.3,1,2,i,3
CCn1cc(/C=N/NC(=O)c2ccc3c(c2)OCO3)c(C)n1,0,nt,nt,0.2,0.6,2,3,nt,1
COc1cccc(Oc2ccc(S(=O)(=O)N3CCOCC3)cc2[N+](=O)[O-])c1,18,0.8,-7,-2.6,-0.8,-7,-8,-5.6,nt
O=C(c1ccc(COc2ccc(Cl)cc2Cl)o1)N1CCCC1,?,0.0,-16,1.0,6.0,6,4,-2.0,4
C=C(C)C(=O)NNc1ccccc1,8,-3.5,-16,-1.4,0.7,-7,9,-1.0,5
COc1ccc(NC(=O)CC23CC4CC(C2)CC(n2nnc(C)n2)(C4)C3)cc1,8,1.2,-1,-0.6,-1.8,0,-1,-0.4,-1
O=C(COC(=O)c1cccc(C(=O)OCC(=O)c2ccc(Br)cc2)n1)c1ccc(Br)cc1,-3,nt,-9,0.8,-0.9,1,3,i,1
COc1ccc(C(=O)NCc2nnc(SCC(=O)N3CCOCC3)o2)cc1,-3,0.6,-11,-0.5,-1.6,-3,5,i,1
CC(=O)c1cccc(OCc2cc(C(=O)N(C)Cc3ccc(C)o3)no2)c1,34,0.3,-13,-0.9,1.0,-1,-1,i,0
O=C(NCCN1CCOCC1)C(=O)NCc1ccco1,0,1.0,-2,-0.7,-0.1,-1,0,0.1,2
CCOC(=O)c1nnc(-c2cccs2)nc1Oc1ccccc1C(=O)OC,10,nt,7,nt,-1.5,nt,2,i,2
Nc1cccc(Nc2ncnc3ccccc23)c1,-12,-2.8,9,2.5,-0.4,-10,13,i,-5
Cn1c(=O)c2c(ncn2CC(=O)OCC(=O)NC2CCCc3ccccc32)n(C)c1=O (stereo unspecified),7,nt,-7,?,-0.8,-4,1,-1.0,-3
O=C(O)COc1ccccc1/C=N/NC(=O)CSc1nnc(SCc2ccc(Cl)cc2)s1,23,-0.2,i,-2.1,-0.4,-2,4,i,-1
CC(O)Cn1cnc2c1c(=O)n(C)c(=O)n2C (stereo unspecified),1,0.8,-1,-0.1,-1.2,-1,-1,3.8,-1
CCCS(=O)(=O)NC(=O)C1(C)CCN1C(=O)Cc1ccc(-c2ccccc2)cc1 (stereo unspecified),2,-1.2,nt,-0.1,nt,0,5,-0.7,nt
O=C(O)C1CN(c2nc(Cl)ccc2[N+](=O)[O-])C1,-1,0.3,3,-0.1,1.5,-1,-3,-0.4,3
O=C(CN1C(=O)COc2ccccc21)N(Cc1ccccc1)Cc1ccccn1,-9,nt,9,?,-0.9,0,-9,-0.1,3
Cc1c(S(=O)(=O)NC2CCCCCC2)c(=O)n(C)c(=O)n1C,1,-3.3,-10,nt,-1.5,nt,1,-0.2,nt
O=C(CN1C(=O)C(=O)N(Cc2ccccc2)C1=O)Nc1cc(Cl)cc(Cl)c1,-2,0.4,-6,-0.5,-0.4,-13,-1,-2.1,3
COc1ccccc1NC(=O)N1CCc2[nH]c3ccc(F)cc3c2C1,-2,nt,14,0.0,-0.3,4,7,0.9,5
O=C(CSc1ncccn1)NCc1ccccc1Cl,4,nt,5,?,-0.9,-2,-4,-0.5,1
CC(C)C(NC(=O)c1c(F)cccc1F)C(=O)N1CCN(c2ccccc2F)CC1 (stereo unspecified),4,1.6,-3,-1.7,-0.3,-3,-9,-3.1,1
CC(NS(=O)(=O)c1cccc(Cl)c1)C(=O)Nc1ccc(-c2nc3ccccc3s2)cc1 (stereo unspecified),11,nt,-2&-3,1.6,1.4,1,-7,i,-1
Cc1cc(-c2nnc(CCC(=O)NCc3cc(F)cc(C(F)(F)F)c3)o2)no1,2,1.1,14,2.6,0.2,3,-4,-0.3,0
Cc1[nH]ccc(=O)c1Oc1ncc(C(F)(F)F)cc1Cl,-3,-0.3,-20,0.4,-0.5,0,0,-0.5,5
CC12COC3(C(=O)Nc4ccccc4F)CC1CCC32C (stereo unspecified),5,0.8,-22,-0.2,0.4,-5,-2,2.4,-1
CCn1ccnc1C(O)c1ccccc1OC (stereo unspecified),10,nt,-10,0.7,0.0,-1,3,-0.7,-4
CCCCCNC(=O)c1ccc2c(=O)n(CC3CCCO3)c(=O)[nH]c2c1 (stereo unspecified),1,nt,-37,-0.8,1.4,3,2,i,1
COCC(C)NC(=O)c1cc2cccc([N+](=O)[O-])c2[nH]1 (stereo unspecified),1,0.3,-13,-0.1,-1.3,-2,-21,i,2
CCC12CC3CC(C1)CC(C(=O)O)(C3)C2,0,nt,-9,-2.1,-0.1,0,5,0.0,-3
NNc1nc2c(-c3ccc(Cl)cc3)nnn2c2ccccc12,5,0.8,-27,4.3,0.4,-15,-3,-0.4,-2
Cc1ccccc1NC(=S)Nc1ccccc1,4,1.6,-2,0.2,-0.7,-6,-5,i,-1
C[C@H](NC(=O)N1CCn2c1nc1ccccc12)C(=O)NCc1ccc2c(c1)OCO2,22,1.3,3,-3.0,-0.1,-2,12,-0.4,6
CC1(CN2CCCC2)CCC(NC(=O)C(c2ccccc2)c2ccccc2)C(C)(C)O1 (stereo unspecified),-12,0.8,nt,-0.3,nt,-4,2,-3.1,nt
O=C1CC(C(=O)N(c2ccccc2)C(C(=O)NC2CCCC2)c2ccncc2)CS1 (stereo unspecified),2,0.1,8,-0.8,-0.1,1,1,-0.9,2
CCOC(=O)C1CCN(C2CCN(C(=O)c3oc4c(F)cccc4c3C)CC2)CC1,17,1.2,7,7.3,-1.4,-1,-2,nt,0
Oc1ccc(-c2[nH]ncc2-c2nc3ccccc3s2)c(O)c1,-5,-1.7,10,0.5,-0.5,-1,1,-0.8,3
COCCn1c(C)cc(C(=O)CSc2nc(C)nc3sc4c(c23)CCC4)c1C,-1,nt,-2,-1.7,0.7,-8,2,i,-2
COc1ccc(C)cc1NC(=O)CN(C)C1CCCCC1,3,1.8,-12,-1.3,-0.1,8,-1,1.3,2
COc1cc(-c2nnc(SCC(=O)NC3CCCC3)n2C)cc(OC)c1O,-3,-13,-4,-3.6,-0.2,13,4,i,2
O=C(OCC(=O)N1CCc2ccccc2C1)c1cccnc1Cl,7,-3.2,-9,-0.1,-0.3,-2,6,0.1,3
COCC1CCN(C(=O)c2cc(COc3cc(C)c(Cl)c(C)c3)on2)C1 (stereo unspecified),16,0.9,-7,-0.4,12,0,-3,i,-1

# Source: PubChem
